Source: PubChem
ANO1 block = inhibitors of mouse TMEM16A calcium-activated chloride channel | HEK293 TMEM16A/YFP iodide influx fluorescence, ionomycin | normalized B-score (activity score, 25-100; higher = stronger inhibition) at 10 µM | 310,000 compounds, 1.2% hits | AID 588511;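 active = ratio plate-corrected score three or more library SD toward inhibition, starting fluorescence score within five deviations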;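 also: score derived from kinetic fluorescence span divided by baseline fluorescence per well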
KCNK3 inh = human KCNK3 channel inhibition, primary screen; B-score at 10 µM; CHO-KCNK3 thallium flux, FluxOR fluorescence; stronger effect = lower value; 340,000 compounds, 0.84% hits; O14649; AID 602410;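 active = B-score under library mean minus 4 SD, starting fluorescence ratio at most library mean plus 5 SD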;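 also: more negative B-score means stronger inhibition of thallium flux through KCNK3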
Target sequence (O14649 whole entry, looked up): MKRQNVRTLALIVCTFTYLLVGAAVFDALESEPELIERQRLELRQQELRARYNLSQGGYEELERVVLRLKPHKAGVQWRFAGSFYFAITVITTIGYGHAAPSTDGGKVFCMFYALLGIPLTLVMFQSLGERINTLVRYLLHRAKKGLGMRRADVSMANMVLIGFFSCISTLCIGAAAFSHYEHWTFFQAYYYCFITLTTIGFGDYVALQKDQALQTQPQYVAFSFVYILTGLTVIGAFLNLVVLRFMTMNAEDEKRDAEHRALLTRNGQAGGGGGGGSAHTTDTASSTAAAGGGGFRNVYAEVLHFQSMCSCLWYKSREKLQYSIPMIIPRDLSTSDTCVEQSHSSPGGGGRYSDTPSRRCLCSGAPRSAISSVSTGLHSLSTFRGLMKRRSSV
KCNK9 inh = human KCNK9 channel inhibition | Q9NPC2 | HEK293 KCNK9, FluxOR thallium flux fluorescence; stronger effect = lower value | B-score at 10 µM | 310,000 compounds, 1.2% hits;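 active = ratio B-score over 3 SD below the library mean, with starting fluorescence within 5 SD of its mean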;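 also: negative B-score means less thallium flux so channel inhibition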
Target sequence (Q9NPC2 whole entry, looked up): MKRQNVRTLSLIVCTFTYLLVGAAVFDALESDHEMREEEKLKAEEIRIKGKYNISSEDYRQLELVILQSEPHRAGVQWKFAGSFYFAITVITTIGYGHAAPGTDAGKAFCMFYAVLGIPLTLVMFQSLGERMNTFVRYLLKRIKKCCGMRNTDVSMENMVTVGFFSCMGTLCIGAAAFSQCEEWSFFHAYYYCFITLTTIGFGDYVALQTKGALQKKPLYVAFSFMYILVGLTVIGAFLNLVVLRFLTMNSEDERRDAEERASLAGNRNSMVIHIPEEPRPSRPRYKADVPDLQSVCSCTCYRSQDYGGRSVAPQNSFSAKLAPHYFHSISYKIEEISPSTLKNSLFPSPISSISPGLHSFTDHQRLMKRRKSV
KCNQ1 act = potentiators or activators of human KCNQ1 potassium channel | P51787 | CHO-K1 KCNQ1, thallium flux FluxOR fluorescence; stronger effect = higher value | B-score at 10 µM | 310,000 compounds, 0.35% hits;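 active = fluorescence ratio B-score, a plate-corrected score, at least three library SD, with initial intensity B-score within 5 SD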
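assay system = KCNQ1-transfected CHO-K1 cells | medium = assay buffer with matched DMSO | probe or stimulus = depolarizing K+/Tl+ stimulus, K2SO4 and Tl2SO4 each 12.5 mM in 5x stock | dosing = single dose | incubation = dye 90 min, compound 20 min, room temperature | detection = kinetic FluxOR fluorescence, 10 s baseline plus 110 s post-stimulus | evaluation = ratio B score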
MrgX1 PAM = human MrgX1 positive allosteric modulation, primary screen | B-score at 10 µM | Q96LB2 | MrgX1-HEK293, Fluo-4 calcium flux, FDSS; stronger effect = higher value | 310,000 compounds, 0.63% hits;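 active = plate-corrected calcium response at least 3 library SD above typical, normal starting fluorescence, not activating the receptor alone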;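 also: compound read alongside a low EC10 to EC30 dose of BAM8-22 agonist; peak minus trough fluorescence over baseline measured at the second addition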
ANO1 activ = activates or potentiates the mouse TMEM16A chloride channel; Q8BHY3; HEK293 TMEM16A/YFP-H148Q/I152L, iodide quench fluorescence; stronger effect = lower value; B-score at 10 µM; 340,000 compounds, 0.3% hits; AID 623877;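 active = fluorescence-ratio B-score plate-corrected deviation score at least 3 library SD below zero, with starting fluorescence score within 5 deviations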;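 also: channel opened by trigger with iodide after compound preincubation; score built on the fluorescence ratio of max minus min over baseline; more negative score means more quench and so TMEM16A activation or potentiation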
hERG rescue = shields human hERG channel from block by proarrhythmic agents | Q12809 | 310,000 compounds, 0.51% hits | CHO-hERG, FluxOR thallium flux, dofetilide IC70 present | activation (rescue from dofetilide block), less the hit threshold, % at 10 µM;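 active = activation above the mean of controls blocked by dofetilide plus 5 SD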;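 also: thallium influx through hERG after potassium depolarization seen as dye fluorescence rise; in these data hits start at about 4.7%; inactives centre near -7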
KCNQ1 inh = human KCNQ1 channel inhibition; CHO-K1 KCNQ1, FluxOR thallium flux fluorescence; stronger effect = higher value; B-score at 10 µM; 310,000 compounds, 1.3% hits; AID 2642;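 active = compounds whose thallium flux B-score, printed positive for inhibition, exceeds three library SD while starting fluorescence stays within three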;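 also: channel opened by potassium depolarization with thallium stimulus after 20 min compound exposure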
MrgX1 ag = agonists of human MrgX1 receptor; Q96LB2; MrgX1-HEK293 cells, Fluo-4 calcium fluorescence, agonist mode; stronger effect = higher value; B-score at 10 µM; 310,000 compounds, 0.44% hits;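 active = calcium response B-score plate-corrected fluorescence ratio at least 3 library SD, with starting fluorescence B-score inside 5 SD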
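System – MrgX1-expressing HEK293 cells · Incubation – cells plated overnight, dye loaded 0.5 h 37 °C, 0.5 h room temperature · Technique – kinetic Fluo-4 NW fluorescence of intracellular calcium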
RGS4 pot = potentiators or activators of RGS4. 310,000 compounds, 0.92% hits. B-score at 10 µM. HEK293 M3R/inducible RGS4, carbachol calcium flux Fluo4; stronger effect = lower value. AID 463111;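 active = B-score of the integrated calcium signal more than 4 SD below the library mean, with starting fluorescence not abnormally high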;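 also: negative B-score means reduced calcium response which marks RGS4 activation or potentiation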
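Assay system: HEK293 FlpIn-TREx cells, stable M3R, doxycycline-inducible RGS4 / Probe or stimulus: carbachol, ECmax concentration / Times: overnight RGS4 induction, 30 min dye load 37 °C, 20 min compound RT / Signal: kinetic calcium fluorescence imaging with Fluo4-AM dye, 2 µM / Measure: Agonist-evoked peak-minus-minimum fluorescence over baseline, integrated ratio, B score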
RGS4 inh = human RGS4 inhibition; P49798; HEK293 M3R/RGS4 inducible, Fluo-4 calcium flux; stronger effect = higher value; triggered by carbachol at its EC20; 310,000 compounds, 0.45% hits; AID 463165; B-score at 10 µM;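 active = B-score, a plate-corrected calcium signal, over three deviations above library mean, with baseline fluorescence within five deviations of library mean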;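 also: RGS4 expression induced by doxycycline in cells with stable M3 receptor; B-score is computed from the integrated fluorescence ratio over baseline after carbachol; higher B-score means a larger calcium signal and so more RGS4 inhibition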
Target sequence (P49798 whole entry, looked up): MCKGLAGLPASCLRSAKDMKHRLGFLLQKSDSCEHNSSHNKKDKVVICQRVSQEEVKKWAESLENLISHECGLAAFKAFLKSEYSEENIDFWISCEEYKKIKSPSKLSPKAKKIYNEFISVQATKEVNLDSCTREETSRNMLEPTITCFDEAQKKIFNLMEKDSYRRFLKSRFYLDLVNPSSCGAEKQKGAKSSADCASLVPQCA
An asterisk follows results filed as active; i = inactive; x = no result given.

#	SMILES	ANO1 activ	ANO1 block	KCNK9 inh	MrgX1 PAM	KCNQ1 inh	RGS4 inh	KCNK3 inh	KCNQ1 act	MrgX1 ag	hERG rescue	RGS4 pot
1	CCNc1nc(-c2cc(C)n(Cc3ccco3)c2C)cs1	i	i	i	i	i	i	i	i	i	-12.1	i
2	O=C(Nc1nnc(-c2ccc3c(c2)CCCC3)o1)c1ccccc1	i	i	i	i	i	i	i	33*	27.5*	-8.6	i
3	Cc1ccc(C2/C(=C(/O)c3ccc(OC(C)C)cc3)C(=O)C(=O)N2CCN2CCOCC2)cc1 (configuration not stated)	i	i	i	i	i	i	i	i	i	-9.7	i
4	COc1ccc(-c2[nH]c3ccccc3c2SCCNC(=O)c2cc3ccccc3oc2=O)cc1	i	i	i	i	8*	i	i	i	i	-15.9	i
5	O=C(Nc1ccc(N2CCN(C(=O)c3ccc(Cl)cc3)CC2)cc1)c1ccc([N+](=O)[O-])o1	i	x	i	x	i	i	i	i	x	-5.7	i
6	COc1cccc2sc(N(CCCN(C)C)C(=O)c3sc4ccccc4c3Cl)nc12	i	i	i	i	i	i	i	i	i	-28.3	i
7	CCc1nnc(NC(=O)CCC(=O)NCCc2ccccc2)s1	i	i	i	i	i	i	i	i	i	-4.3	i
8	COc1ccc(S(=O)(=O)NCc2csc(C)n2)cc1OC	x	i	i	i	i	i	i	i	i	-8.7	i
9	Cc1ccc(SCc2nc(-c3ccccn3)no2)cc1	i	i	i	i	i	i	i	i	i	-1.4	i
10	O=C(NNc1ncccc1Cl)c1c(Cl)cccc1Cl	i	i	i	i	i	i	i	i	i	-4.8	i
11	CCN(CC)C(=O)CSc1nc(N)c2c3c(sc2n1)CC(C)CC3 (configuration not stated)	i	i	i	i	i	i	i	i	i	-4.5	i
12	CCc1ccc(CN(C)C(=O)CCc2nnc(Cc3cccc(C)c3)o2)nc1	i	i	i	i	i	i	i	i	i	-15.4	i
13	CC(O)c1c(OCc2ccccc2)ncnc1OCc1ccccc1 (configuration not stated)	i	i	i	i	i	i	i	i	i	-7.8	i
14	COc1ccc(S(=O)(=O)Nc2cccnc2)cc1OC	i	i	i	i	i	i	i	i	i	-6.8	i
15	COc1ccccc1NC1=C(Cl)C(=O)N(C2CCCCC2)C1=O	i	i	-8.53*	7.6*	i	i	i	i	i	-15.8	i
16	COc1ccccc1N(CC(=O)NCc1ccccc1)C(=O)CCC(=O)Nc1nccs1	i	i	i	i	i	i	i	i	i	-4.2	i
17	CN(C)C(CNC(=O)C1CCN(S(=O)(=O)c2ccc(Cl)cc2)CC1)c1ccccc1 (configuration not stated)	i	i	i	i	i	i	i	i	i	-1.1	i
18	CCOc1ccc(N2CC(O)(c3cccs3)[N+]3=C2CCCC3)cc1 (configuration not stated)	i	i	i	i	i	i	i	i	i	-7.4	i
19	CC(=O)c1cccc(NC(=O)c2cnn(-c3ccccc3)c2C)c1	i	i	i	i	i	i	i	i	i	-15.3	i
20	CCC1CCCCN1CCCNC(=O)C1CCCN(S(=O)(=O)N2CC(C)CC(C)C2)C1 (configuration not stated)	i	i	i	i	i	i	i	i	i	-9.8	i
21	Cc1ccc(OCC(=O)NCc2ccc3c(c2)OCO3)c([N+](=O)[O-])n1	i	i	i	i	i	i	i	i	i	-3.8	i
22	O=c1[nH]cc(S(=O)(=O)NCc2ccccc2)c(=O)[nH]1	i	i	i	i	i	i	i	i	i	-3.4	i
23	COc1ccccc1C(=O)NNC(=O)c1ccc(Br)cc1	i	i	i	i	i	i	i	i	i	-1.3	i
24	Cc1nn(C)c(C(=O)Nc2cccc(Nc3ccccc3)c2)c1[N+](=O)[O-]	i	i	i	i	i	i	i	i	i	-13.1	i
25	CC1(c2nnc(-c3cccc(Cl)c3)o2)CC(c2c(Cl)cccc2Cl)=NO1 (configuration not stated)	i	i	-10.4*	i	i	i	i	i	i	-24.0	i
26	COCCN(C(=O)Cn1nnc2ccccc21)C(C(=O)NC1CCCCC1)c1ccc(OC)cc1OC (configuration not stated)	i	i	i	i	i	i	i	i	i	-6.7	i
27	Cc1oc2c(C)c(O)ccc2c(=O)c1-c1cnn(-c2ccccc2)c1	i	i	i	i	i	i	i	i	i	-4.5	i
28	O=C(O)CCN1C(=O)c2ccc(NC(=O)c3cccs3)cc2C1=O	i	i	i	i	i	i	i	i	i	0.3	i
29	CS(=O)(=O)N(CC(=O)NCCC1=CCCCC1)c1ccc2c(c1)OCO2	i	i	i	i	i	i	i	i	i	1.2	i
30	Cc1nc2cc(NC(=O)c3ccc(N4C(=O)CCC4=O)cc3)ccc2s1	i	i	i	i	i	i	i	i	i	3.7	i
31	CC(Sc1nc(-c2ccco2)nc2c1c(=O)n(C)c(=O)n2C)C(=O)O (configuration not stated)	i	i	i	i	i	i	i	i	i	-8.9	i
32	Cc1ncc(CN2CCCC(CCC(=O)NCc3ccc(F)c(F)c3)C2)s1 (configuration not stated)	i	i	i	i	i	i	i	i	i	-3.3	i
33	COc1ccc(Cl)cc1N1C(=O)C2CCCN2C1c1ccccc1F (configuration not stated)	i	i	i	i	i	i	i	i	i	-9.8	i
34	O=C(Nc1nnc(SCc2ccc(F)cc2)s1)C1CC(=O)N(Cc2ccccc2)C1 (configuration not stated)	i	i	i	i	i	i	i	i	i	-2.3	i
35	C=CCNc1nc(Nc2ccc([N+](=O)[O-])cc2)nc(N2CCCC2)n1	i	i	i	i	8*	i	i	i	i	-20.0	i
36	COc1c(F)c(F)c(C(=O)Nc2ccccc2N2CCN(C(C)=O)CC2)c(F)c1F	i	i	i	i	i	i	i	i	i	-3.7	i
37	Cc1cc(Oc2nc3c(C)cccn3c(=O)c2/C=C(\C#N)S(=O)(=O)c2ccc(Cl)cc2)ccc1Cl	i	i	i	i	i	i	i	i	i	-8.1	i
38	COc1ccc(N(CC(=O)N/N=C/c2cccs2)S(=O)(=O)c2ccccc2)cc1	i	i	i	i	i	i	i	i	i	-6.6	i
39	C/C(=C\c1ccco1)C1C(C#N)=C(N)Oc2n[nH]c(-c3ccc(C)cc3)c21 (configuration not stated)	i	i	i	i	i	i	i	i	i	-1.9	i
40	CC1(c2nnc(-c3ccncc3)o2)CC(c2c(Cl)cccc2Cl)=NO1 (configuration not stated)	i	i	i	i	i	i	i	i	i	-6.7	i
41	O=C1NC(c2ccncc2)C(C(=O)c2cccs2)C(O)(C(F)(F)F)N1 (configuration not stated)	i	i	i	i	i	i	i	i	i	-11.1	i
42	COc1cc(C(=O)N2CCCN(C)CC2)cc(OC)c1C	x	i	i	i	i	i	i	i	i	-3.2	i
43	CC(=O)Nc1nc(-c2ccc3c(c2)CCN3C(=O)C2CC2)c(C)s1	i	i	i	i	i	i	i	i	i	-7.0	i
44	COc1ccc(NC2=C3CC(C)CC=C3N(c3ccc(OC)cc3)C2=O)cc1 (configuration not stated)	i	i	i	i	i	i	i	i	i	-6.6	i
45	Cc1noc(C)c1C(=O)NC(C)C12CC3CC(CC(C3)C1)C2 (configuration not stated)	i	i	i	i	i	i	i	i	i	-7.3	i
46	Cc1ccc(S(=O)(=O)N2CCC3(CC2)OCCN3S(=O)(=O)c2cccs2)cc1	i	i	i	i	i	i	i	i	i	-10.6	i
47	Cc1ccc(S(=O)(=O)N(C)c2c(C)ccc(S(N)(=O)=O)c2C)cc1	i	i	i	i	i	i	i	i	i	-12.2	i
48	COC(=O)c1cccc(NC(=O)c2cccnc2)c1	i	i	i	i	i	i	i	i	i	-5.5	i
49	O=C(CNC(=O)c1ccc2ccccc2c1)NCc1ccc(F)cc1	i	i	i	i	i	i	i	i	i	-4.1	i
50	COC(=O)c1ccc(NC(=O)CN2C(=O)c3ccccc3S2(=O)=O)cc1	i	i	i	i	i	i	i	i	i	-2.7	i
51	CCCN(CCC)c1nc(N)nc(-c2cc(Cl)ccc2OC)n1	i	i	i	i	i	i	i	i	i	-3.0	i
52	CCOCCCNS(=O)(=O)c1ccc(NC(=O)CN2C(=O)c3ccccc3C2=O)cc1	i	i	i	i	i	i	i	i	i	-10.8	i
53	CCOc1ccccc1-n1c(C)cc(C=O)c1C	i	i	i	i	i	i	i	i	i	-9.7	i
54	O=C(CNC(=O)C1COc2ccccc2O1)N/N=C\c1ccc(Br)cc1 (configuration not stated)	i	i	i	i	i	i	i	i	i	-6.0	i
55	CNC(=S)NNC(=O)c1cccn(Cc2ccc(Cl)cc2Cl)c1=O	x	i	i	i	7*	i	x	i	i	-16.2	i
56	CCCC/C(O)=C1\C(=O)CC(C)(C)CC1=Nc1ccccc1OC	i	25*	i	i	i	i	i	i	i	-8.0	i
57	CCOc1ccc(C2SCC(=O)N2c2c(C)n(C)n(-c3ccccc3)c2=O)cc1 (configuration not stated)	i	i	i	i	i	i	i	i	i	-5.5	i
58	O=C(CNC(=O)c1ccncc1)N/N=C/c1ccc(O)cc1O	i	i	i	i	i	i	i	i	i	-6.0	i
59	CC(=O)N1c2ccc(S(=O)(=O)N3CCC(C(=O)N4CCC(C)CC4)CC3)cc2CC1C (configuration not stated)	i	i	i	i	i	i	i	i	i	-6.4	i
60	O=C(NC1CCCC1)C(c1cccs1)N(C(=O)c1csnn1)c1ccccc1F (configuration not stated)	i	i	i	i	i	i	i	i	i	-6.0	i

Remaining list, next part.
#	SMILES	ANO1 activ	ANO1 block	KCNK9 inh	MrgX1 PAM	KCNQ1 inh	RGS4 inh	KCNK3 inh	KCNQ1 act	MrgX1 ag	hERG rescue	RGS4 pot
61	CCc1nc(C)ccc1OCC(=O)N1CCc2c([nH]c3ccccc23)C1c1ccccn1 (configuration not stated)	i	i	i	i	i	i	i	i	i	-4.2	i
62	O=c1c(Cc2c(F)cccc2Cl)c(O)ccn1C1CCCCCC1	i	i	i	i	i	i	i	i	i	-16.4	i
63	COc1ccccc1NC(=O)COC(=O)CN1C(=O)C(=O)c2ccccc21	i	i	i	i	i	i	i	i	i	-2.8	i
64	Cc1ccc(NC(=O)CCS(=O)(=O)c2cccc3nonc23)cc1	i	i	i	i	i	i	i	i	i	-11.8	i
65	C=CCNc1ncnc2c1[nH]c1ccccc12	i	i	i	i	i	i	i	i	i	-11.7	i
